Screens deposited in PubChem by Sanford-Burnham Center for Chemical Genomics.
mouse EphA4 binding = inhibitors of EphA4 binding to KYL peptide, primary screen, biochemical, colorimetric, mouse EphA4 (AID 689) | 0.1% of 62,000 active | EphA4-AP binding to KYL peptide, pNPP A405; higher % means a stronger effect | Ephrin type-A receptor 4 (Mus musculus) | inhibition, % at 10 µM, or IC50 in µM where a hit was titrated; in the data active means a potency from the dose series; inactive means the rest, 99 in 100 with inhibition below about 22%
The depositor's hits bear a star. Some of the compounds tested. The share of hits here may be higher or lower than overall.

mouse EphA4 binding	structure
-11%	O=C(NCCN1CCCC1)C1CC(=O)N(C2CCCCC2)C1 (stereo unspecified)
1%	C/C(=C\c1ccccc1)C(=O)NC1CCSC1=O (stereo unspecified)
-2%	O=C(CN1C(=O)C2C3C=CC(C3)C2C1=O)Nc1ccc2nccnc2c1 (stereo unspecified)
-2%	CCOC(=O)c1c(C)oc2c1c(C=NC1CCS(=O)(=O)C1)c(O)c1ccccc12 (stereo unspecified)
-7%	O=C(NCc1ccco1)c1ccc2c(=O)n(-c3ccccc3)c(=S)[nH]c2c1
-4%	COc1ccccc1-n1c(SCC(=O)N(C)C2CCS(=O)(=O)C2)nc2ccccc2c1=O (stereo unspecified)
2%	CCCC(=O)Nc1ccc(C#Cc2ccccc2)cc1
4%	CN1/C(=C\C=Nc2ccc3ccccc3c2)C(C)(C)c2ccccc21
2%	CC(C)C(=O)N1CCN(c2nc(-c3ccccc3)c3c(c2C#N)CCCC3)CC1
-11%	CCc1cc(-c2n[nH]c(=S)n2N)n(C)n1
33%	Cc1c(C(=O)Nc2nccs2)sc2nc(-c3cccs3)cc(C(F)(F)F)c12
-10%	CCOc1ccc(-c2nnc3sc(COc4ccc(C)cc4)nn23)cc1
7%	FC(F)(F)c1cnc(Oc2ccc(-c3nnco3)cc2)c(Cl)c1
-9%	COc1ccc(N=C2NN=C(c3ccc4c(c3)OCCO4)CS2)cc1
11%	CC(C)CN1C(=O)c2ccc(C(=O)Nc3ccc(O)cc3C(=O)O)cc2C1=O
0%	CN1C(=O)C(O)(c2sc(N)nc2-c2ccccc2)c2ccccc21 (stereo unspecified)
-3%	COc1ccc(C2Nc3ccccc3C(=O)N2Cc2ccccc2)cc1Cn1nnc2ccccc21 (stereo unspecified)
-5%	O=C(CSc1nc(O)cc(=O)[nH]1)Nc1ccccc1
1%	O=C(Cn1cnc2c(nnn2-c2cccc(Cl)c2)c1=O)N1CCCC1
5%	CCCOC(=O)c1cccc(NC(=O)/C=C/c2ccc(OC)c(Br)c2)c1
-8%	CS(=O)(=O)N1CCN(c2ccccc2NC(=O)c2ccco2)CC1
5%	Cc1cc(C)c2ccc(C(=O)O)nc2c1O
-11%	CC(=O)NC1CC2CCCC(C1)N2S(=O)(=O)c1cccc(F)c1 (stereo unspecified)
-11%	O=C(CSc1nnnn1-c1ccc(F)cc1)Nc1nc2ccccc2s1
-11%	Cc1ccc(C)c(N=C2NC(=O)CS2)c1

In the list so far, these contain an NH in an aromatic ring.
mouse EphA4 binding	structure
-7%	O=C(NCc1ccco1)c1ccc2c(=O)n(-c3ccccc3)c(=S)[nH]c2c1
-11%	CCc1cc(-c2n[nH]c(=S)n2N)n(C)n1
-5%	O=C(CSc1nc(O)cc(=O)[nH]1)Nc1ccccc1

Next section
mouse EphA4 binding	structure
-14%	CC1(C)Cc2nc3nc(SCC(=O)NCc4ccccc4)n(-c4ccccc4)c(=O)c3cc2CO1
5%	CC(/C=N/NC(=O)c1ccncc1)=C\c1ccc(C(C)C)cc1
-3%	O=C1Nc2ccccc2C(O)(C(=O)N2CCCCC2)N1c1ccccc1 (stereo unspecified)
-10%	Cc1cc(C)n(C(=O)c2ccncc2)n1
-4%	Cc1ccc(N2C(=O)/C(=C/c3ccccc3C)C(=O)NC2=S)cc1
9%	CC(=O)N(Cc1ccco1)C1(C(=O)NC2CCCCC2)CCCCC1
2%	CC(Sc1nnc(C2CCCCC2)n1N)C(=O)NCc1ccc2c(c1)OCO2 (stereo unspecified)
-9%	COC(=O)CSc1nnc(-c2ccoc2C)n1-c1ccc(OC)cc1
-1%	Cc1ccccc1NC(=O)CCC(=O)OCC(=O)c1ccc(-c2ccccc2)cc1
40%	CCn1c2ccccc2c2nc3ccccc3nc21
-3%	COc1ccc(OCCNS(=O)(=O)c2ccccc2)cc1
-11%	COc1ccc(Cl)cc1C(=O)NCC#N
-9%	CCN(CC)c1ccc(/C=N/Nc2nc(C)cc(=O)[nH]2)cc1
-18%	N/C(=N\OC(=O)c1ccccc1Cl)c1ccccn1
14%	COc1ccc(C2=CC(c3ccc(C)cc3)n3nnnc3N2)cc1 (stereo unspecified)
-1%	CCOC(=O)c1cn(CC(=O)Nc2ccc(C(C)C)cc2)nn1
-18%	Cc1ccc(C(O)c2cccnc2)o1 (stereo unspecified)
-8%	CCn1c(NC(=O)c2ccco2)c(-c2ccccc2Cl)c(=O)c2ccccc21
-2%	CCn1c(SCc2ccc(C)cc2)nnc1-c1nn(-c2ccccc2)ccc1=O
-13%	COc1ccc(C(C(=O)NC(C)(C)C)N(C(=O)CNC(=O)c2cccs2)c2ccc(C(C)C)cc2)cc1OC (stereo unspecified)
14%	COC(=O)c1ccc(CN2C(=O)NC3(CCCc4ccccc43)C2=O)o1 (stereo unspecified)
10%	CCC(=O)Nc1cc(C)c(NC(=O)c2ccco2)cn1
-4%	O=[N+]([O-])c1cc(C2Nc3cccc4cccc(c34)N2)ccc1Cl
-1%	O=C(Nc1nncs1)C1c2ccccc2Oc2ccccc21
-3%	CCOC(=O)C(Sc1ncc(C#N)c(N)n1)C(C)C (stereo unspecified)
1%	CCOC(=O)c1c(NC(=O)CN2CCCCC2)sc2c1CCCC2O (stereo unspecified)
-6%	CSc1nc2c(c(C(F)(F)F)n1)CC(C)CC2 (stereo unspecified)
-1%	COc1cc(C(=O)NCc2ccco2)c([N+](=O)[O-])cc1OC
12%	O=C(CSc1nccc(=O)[nH]1)c1ccccc1Br
0%	CCc1nnc(NC(=O)CSc2nccn2-c2cccc(C)c2C)s1
-11%	CN(C)c1nn(C(=O)Nc2cccc(C(F)(F)F)c2)cc1-c1ccccc1
-9%	COc1cc(-c2nc(-c3ccc(Br)o3)no2)cc(OC)c1OC
-11%	Cc1ccccc1NC(=O)c1cccc2nc3ccccc3nc12
-15%	Cc1ccccc1C(=O)Nc1sc2c(c1C(=O)N1CCCC1)CCCCC2
-9%	COc1ccc(C(=O)NC(NC(=S)Nc2ccc(S(N)(=O)=O)cc2)C(Cl)(Cl)Cl)cc1 (stereo unspecified)
0%	O=S(=O)(c1ccc2c(c1)C(=NO)c1cc(S(=O)(=O)N3CCCC3)ccc1-2)N1CCCC1
23%	O=C(NC(=S)Nc1ccc2oc(-c3ccccc3Br)nc2c1)c1ccco1
-8%	CC(=O)Nc1ccc2nc(-c3cccs3)[nH]c2c1
-14%	O=C(c1cnc(N2CCN(c3ncccn3)CC2)c2ccccc12)N1CCN(c2ncccn2)CC1
0%	COc1cc(C(=O)OC(C)CN2CCOCC2)cc(OC)c1OC (stereo unspecified)
-5%	OC(COc1ccc(Cl)cc1)CN1CCCCC1 (stereo unspecified)
-5%	Cc1ccc(-c2ccc(CCC(=O)O)n2C(C)C)cc1
6%	CCOC(=O)N1CCN(C(=O)CN2C(=O)COc3ccc(C(C)(C)C)cc32)CC1
4%	CCOC(=O)c1sc2ncn(C(CC)C(=O)OC)c(=O)c2c1C (stereo unspecified)
-30%	CCCCNCc1cc(Br)c(OCc2cccs2)c(OC)c1
-7%	CCC(=O)NCc1nc2ccccc2n1Cc1ccccc1F
32%	Cc1ccc(C)c(-n2c(-c3ccc4c(c3)OCO4)n[nH]c2=S)c1
-10%	Cc1noc(C)c1CSCC(=O)N1CCN(c2ccc([N+](=O)[O-])cc2)CC1
-1%	CN(CC(=O)NCc1ccc(Cl)cc1)S(=O)(=O)c1cccc2cccnc12
-14%	COCCCNC(=O)c1ccc2c(=O)n(Cc3ccc4c(c3)OCO4)c(=S)[nH]c2c1

An excerpt from above in order of the mouse EphA4 binding value, descending.
mol | mouse EphA4 binding
O=C(NC(=S)Nc1ccc2oc(-c3ccccc3Br)nc2c1)c1ccco1 | 23%
CCOC(=O)c1c(NC(=O)CN2CCCCC2)sc2c1CCCC2O (stereo unspecified) | 1%
CCc1nnc(NC(=O)CSc2nccn2-c2cccc(C)c2C)s1 | 0%
COc1cc(C(=O)NCc2ccco2)c([N+](=O)[O-])cc1OC | -1%
Cc1ccc(-c2ccc(CCC(=O)O)n2C(C)C)cc1 | -5%
Cc1ccccc1C(=O)Nc1sc2c(c1C(=O)N1CCCC1)CCCCC2 | -15%
CCCCNCc1cc(Br)c(OCc2cccs2)c(OC)c1 | -30%

Structural class, the entries above with a COOH group.
mouse EphA4 binding	structure
11%	CC(C)CN1C(=O)c2ccc(C(=O)Nc3ccc(O)cc3C(=O)O)cc2C1=O
5%	Cc1cc(C)c2ccc(C(=O)O)nc2c1O
-5%	Cc1ccc(-c2ccc(CCC(=O)O)n2C(C)C)cc1

The main list resumes, starting two compounds before the break.
mouse EphA4 binding	structure
-1%	CN(CC(=O)NCc1ccc(Cl)cc1)S(=O)(=O)c1cccc2cccnc12
-14%	COCCCNC(=O)c1ccc2c(=O)n(Cc3ccc4c(c3)OCO4)c(=S)[nH]c2c1
-25%	Cn1c(CNc2cccc(Cl)c2)nnc1SCC(=O)OC1CCCCC1
14%	O=C1NC(c2ccco2)Nc2sc3c(c21)CCN(Cc1ccccc1)C3 (stereo unspecified)
-3%	Cc1c(NC(=O)COC(=O)Cc2ccc(Cl)cc2)c(=O)n(-c2ccccc2)n1C
-11%	O=C(O)CCC(=O)OC1CC2CCC1C2 (stereo unspecified)
-1%	CC(=O)c1cccc(NC(=O)/C(=C\c2ccco2)NC(=O)c2cccs2)c1
-7%	C/C(=N\N1CCN(C2c3ccccc3-c3ccccc32)CC1)c1ccncc1
8%	FC(F)(F)c1ccc(N/N=C/c2ccc3c(c2)OCO3)nc1
7%	COc1ccc(S(=O)(=O)n2cnc3cc(C)c(C)cc32)cc1
2%	CCOc1ccc(C(=O)Nc2ccc(N(CC)CC)cc2)cc1[N+](=O)[O-]
-1%	Nc1ccn(-c2ccc(Cl)cc2)c(=O)c1
-12%	C=CCN1C(=O)/C(=C\c2ccc(N(C)C)cc2)SC1=Nc1ccccc1
1%	CCOC(=O)c1ccc(-c2ccc(C(=O)Nc3cccc(-c4nc5ncccc5o4)c3C)o2)cc1
-6%	COc1cccc(N2CC(C(=O)Oc3ccc4ccccc4c3)CC2=O)c1 (stereo unspecified)
-23%	CC(=O)Nc1cccc(N(C)C)c1
-15%	O=C(Oc1ccc2ccccc2c1)c1ccccc1
-2%	O=C(COc1ccccc1[N+](=O)[O-])Nc1ccc2oc(-c3ccc(Br)cc3)nc2c1
-11%	C/C(=N\NC(=O)c1c[nH]c2ccccc12)c1ccc(C)o1
4%	Cc1c(OCC(=O)OC(C)(C)C)ccc2c3c(c(=O)oc12)CCC3
0%	Cc1oc(-c2ccc(Cl)cc2)nc1CN1CCCC(C(=O)NCc2ccccn2)C1 (stereo unspecified)
-10%	Clc1ccc(OCc2nnc(-c3ccccc3Br)o2)c(Cl)c1
-8%	Cc1ccc(CS(=O)(=O)CCC(=O)NCCCN2CCCC2=O)cc1
1%	C=CCOC(=O)COc1ccc2c(C)c(C)c(=O)oc2c1
12%	COc1ccccc1-n1cnc2cc(NC(C)=O)ccc21
-5%	Cc1ccc2cc3c(NC(=O)c4ccco4)nn(CC(C)C)c3nc2c1
-19%	Oc1[nH]c2ccccc2c1/C=N/N1CCCCC1
-5%	CCn1c(SC(C)C(=O)NC2CCCc3ccccc32)nnc1-c1cccs1 (stereo unspecified)
-2%	COc1cc(C2=NOC(C(=O)N3CCCc4ccccc43)C2)cc(OC)c1OC (stereo unspecified)
-4%	N=c1sccn1CC(=O)Nc1cccc2ccccc12
2%	C/C=C/CSc1nc2c(c(=O)[nH]c(=O)n2C)n1CCC
-9%	Cc1ccc(S(=O)(=O)N2CCC(C(=O)OCC(=O)N3CC(=O)Nc4ccccc43)CC2)cc1
9%	O=C(CSc1ccncc1)OCc1ccc([N+](=O)[O-])cc1
0%	Clc1ccc(COCc2nc3ccccc3n2Cc2ccc(Cl)cc2)cc1
-1%	CCC(C)(C)NC(=O)CN(Cc1cccs1)C(=O)C(=O)Nc1ccc2c(c1)OCCO2
-8%	CCc1cccc2c(C#N)cn(CC(=O)NCCOC)c12
-3%	CC(C)CC(=O)N(c1ccc(F)cc1)C1C=CS(=O)(=O)C1 (stereo unspecified)
1%	CCCCOc1ccc(NC(=O)c2cc3cc(Br)ccc3oc2=O)cc1
-2%	O=S(=O)(c1ccccc1C(F)(F)F)N1CCOCC1
-6%	CCOc1ccc(/C=C2/SC(=S)NC2=O)c(OCC)c1
-6%	CCC(=O)NCCCOc1ccccc1
13%	O=C(OCCN=C1NS(=O)(=O)c2ccccc21)c1cccnc1
-3%	CCOC(=O)Cc1csc(NC(=O)COc2ccc(-c3ccccc3)cc2)n1
7%	Cc1ccc(OCc2nnc(NC(=O)Nc3ccc(Cl)c(Cl)c3)s2)cc1
-28%	COc1ccccc1CNC(=O)c1c(-c2ccccc2)nn(-c2ccccc2)c1C
4%	O=c1/c(=C/c2cn(CCOc3ccc(Br)cc3)c3ccccc23)sc2nc3ccccc3n12
-12%	COc1ccc(Cn2c(N)c(C#N)c3nc4ccccc4nc32)cc1OC
-3%	CNC(=O)C12CCC(C)(c3nc4cc(C)c(C)cc4nc31)C2(C)C (stereo unspecified)
6%	COc1ccc(OC)c(NC(=O)C2CCCN(S(=O)(=O)c3cccc4nsnc34)C2)c1 (stereo unspecified)
-13%	CCn1c(SCC(=O)N2CCOCC2)nc(O)cc1=O
